Assay outcomes deposited in PubChem BioAssay by several laboratories.
T cell modulator: modulators of CD8 T cell-vesicle binding, primary screen, mouse 2C CD8+ T cells, flow cytometry; AID 2052, 2009; calls only at 7 µM; hit rate 0.068% among 330,000; 2C CD8+ T cell-vesicle binding; active compounds read low;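 active means response, share of CD8 T cells binding vesicles, and their 90th percentile fluorescence all below set limits, cut at about 80% in these data, passing the limit was not always enough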
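Assay system – 2C mouse CD8+ T cells · Also added – QL9-loaded Drosophila micro-vesicles · Timing – Cell–vesicle co-incubation 1.5 h at 37 °C, staining 20 min on ice · Signal – flow cytometry of vesicle-bound cells · Measure – percent CD8+ FL2 mean versus row control · Controls – Peptide-free naked vesicles (low) and QL9 vesicles with 0.7% DMSO vehicle (high)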
human PMI inhibition: inhibitors of human PMI, primary screen, biochemical, fluorescence intensity, coupled assay (AID 1209) | purified PMI enzyme, coupled fluorescence intensity; higher % means a stronger effect | inhibition, % at 20 µM, or IC50 in µM where a hit was titrated | hit rate 0.42% among 190,000; in the data active means inhibition above about 50%;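 further: plate controls were DMSO vehicle for no effect and wells lacking substrate for full effect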
Dynein cargo inh: inhibitors of GR-EGFP nuclear translocation, primary screen, dynein cargo transport inhibitor project, imaging, high-content, 3617.4 mouse cells; test concentration mostly 20 µM; stimulated with dexamethasone, 1 µM; active compounds read low; z-score, hits read low; hit rate 0.47% among 220,000;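 active means plate z-score of nuclear minus cytoplasmic receptor signal below a set negative limit, without overly bright fluorescence or cell loss, cut at about -3.5 in these data, passing the limit was not always enough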;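 further: z-score of nuclear minus cytoplasmic ring GR-EGFP intensity difference per well; some compounds called inactive have numbers as strong as hits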
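medium = tetracycline-free induction medium containing charcoal-stripped FBS | probe or stimulus = dexamethasone, 1.0 µM final | timing = 48 h induction, then 1 h compound, then 30 min agonist, 37 °C | detection = automated 10x imaging of fixed Hoechst-stained cells | read-out basis = nuclear versus cytoplasmic GR-EGFP signal, averaged per well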
Lipid droplet: inhibitors of hepatocyte lipid droplet formation, primary screen, imaging, high-throughput imaging, BODIPY stain. AML12 mouse hepatocytes, oleate lipid droplets. inhibition, % at 6.5 µM. hit rate 0.4% among 240,000;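 active means lipid droplet intensity inhibited by at least 50%, with more than 500 cells counted; inconclusive means wells with under 300 cells, treated as cytotoxic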
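System: AML12 hepatocytes (mouse). Probe or stimulus: oleic acid at 100 µM to induce lipid droplet formation. Times: overnight treatment with compound plus oleate. Detection: Image-based BODIPY and DAPI two-channel analysis. Evaluation: percent inhibition of filter-corrected integrated lipid droplet intensity per well.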
bCat nuc transl: modulators of beta-catenin nuclear translocation, primary screen, imaging, HeLa cells, immunofluorescence, high-content. nuclear translocation activity, % at 5 µM. hit rate 0.3% among 190,000. AID 1665, 2009;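 active means nuclear translocation activity above 50% at 5 µM, with a well cell count of 50 or more; inconclusive means wells under 50 cells across six images, flagged as toxic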;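 further: per-cell ratio of nuclear to cytoplasmic median beta-catenin stain intensity; plate controls were DMSO negative control for no effect and GSK-3 inhibitor IX positive control for full effect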
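Test system: human HeLa cells, endogenous beta-catenin. Times: 24 h compound exposure, 37°C. Measured by: beta-catenin immunofluorescence imaging with DAPI.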
TNAP activators: human TNAP enzyme activators, primary screen, biochemical, luminescent, no phosphate acceptor, uHTS (AID 1001) | Alkaline phosphatase, tissue-nonspecific isozyme (Homo sapiens) | purified TNAP, luminescent activation assay, no phosphate acceptor; higher activation fold means a stronger effect | activation fold at 20 µM, or EC50 in µM where a hit was titrated | hit rate 0.03% among 200,000; in the data active means activation fold from about 3, or a potency from the dose series; inactive means the rest, 99 in 100 with activation fold below about 1.6; further: many of its hits are not listed in these tables
MT stabilize HCS: microtubule stabilizers in HeLa cells, primary screen, imaging, high-content imaging | HeLa tubulin immunostaining HCS, 24 h; share of cells brighter than vehicle mean+2SD | % tubulin-high responders, % at 10 µM | hit rate 0.83% among 200,000 | AID 2205, 2009;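 active means plate Z-score above 3 for both tubulin-high and condensed-nucleus cell shares, with cell loss under 80%, at 10 µM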;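 further: anti alpha tubulin signal scored within the nucleus-defined area of each cell; some results filed as inactive read as strong as hits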
Myeloid diff MLP: induction of myeloid progenitor differentiation, primary screen, cell-based, flow cytometry, MLPCN library; calls only at 10 µM; ER-HoxA9 myeloid progenitors, lysozyme-GFP differentiation; hit rate 1% among 360,000;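 active means normalized GFP-positive differentiation at or above the plate's own cutoff, the solvent-only control mean plus 3 SD; inconclusive means no clear call, values can overlap the other calls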;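 further: cells exposed to compound for four days before flow analysis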
Insulin prom up: insulin promoter activators in MIN6 cells, imaging, high-content screening, mouse beta cells. MIN6 insulin promoter-GFP reporter; active compounds read high. z-score at 5 µM. hit rate 0.3% among 190,000;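 active means z-score above 3 at 5 µM with at least 500 cells counted in the well; inconclusive means wells under 500 cells, flagged as cytotoxic or low count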
Dynein cargo inh cytoplasmic EGFP: also measured in Dynein cargo inh; calls as there; z-score; measured here: cytoplasmic GR-EGFP intensity; active compounds read high
Dynein cargo inh nuclear GR-EGFP: recorded beside Dynein cargo inh, whose call it bears; z-score; measured here: nuclear GR-EGFP intensity;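 lower value marks the stronger effect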
Dynein cargo inh cell count: second read-out of Dynein cargo inh, no call of its own (marks repeat the call); z-score; measured here: cell count per field
Insulin prom up cell count: further read-out of Insulin prom up, marked with its call; cell count; measured here: cytotoxicity, nuclei count;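 total cells summed across four imaged fields per well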
Lipid droplet cells 6.5 µM: further read-out of Lipid droplet, marked with its call; cell count; measured here: cell count, cytotoxicity flag;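 cells counted across two imaged fields per well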
bCat nuc transl cell count 5 µM: recorded beside bCat nuc transl, whose call it bears; cell count; measured here: cell count, cytotoxicity flag
T cell modulator vesicle-bound %: also measured in T cell modulator; calls as there; double positive events, %; measured here: CD8+ vesicle-bound cell fraction;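 binding gate set so that unloaded-vesicle control wells show 10% double positive cells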
MT stabilize HCS Hoechst-high %: also measured in MT stabilize HCS; calls as there; % Hoechst-high responders; measured here: nuclear condensation Hoechst responders;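 share of cells brighter than vehicle mean plus two SD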
MT stabilize HCS cytotoxicity %: further read-out of MT stabilize HCS, marked with its call; toxicity, %; measured here: cytotoxicity by cell density;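 0% = mean cell density of plate MIN control wells and 100% = no cells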
Myeloid diff MLP GFP+ MAC1+ %: recorded beside Myeloid diff MLP, whose call it bears; GFP+ MAC1+ double positive, %; measured here: differentiation confirmed by MAC1 staining
Numbers without * were called inactive; i = inactive; ? = inconclusive; / = not tested or not shown; & = joins results of further samples.

SMILES	T cell modulator	T cell modulator vesicle-bound %	human PMI inhibition	Dynein cargo inh	Dynein cargo inh cytoplasmic EGFP	Dynein cargo inh nuclear GR-EGFP	Dynein cargo inh cell count	Lipid droplet	Lipid droplet cells 6.5 µM	bCat nuc transl	bCat nuc transl cell count 5 µM	TNAP activators	MT stabilize HCS	MT stabilize HCS Hoechst-high %	MT stabilize HCS cytotoxicity %	Myeloid diff MLP	Myeloid diff MLP GFP+ MAC1+ %	Insulin prom up	Insulin prom up cell count
COc1ccc(CNC(=O)c2cnc3cc(C)ccn3c2=O)cc1	i	45	16%	-0.045	-0.13	0.17	0.13	0	614	1.0	1029	1.1	5.9	2.1	3.9	i	1.7	0.22	1883
COC(=O)COc1ccc(S(=O)(=O)N2CCN(c3ccc(F)cc3)CC2)cc1	i	17	5%	0.096	-0.13	0.14	0.25	1	762	/	/	1.1	1.2	1.3	8.0	i	1.6	0.06	854
O=C(CSc1ncnc2nc[nH]c12)N1CCN(c2ccc(Cl)cc2)CC1	i	34	7%	3.1	0.38	2.2	-2.8	/	/	-1.0	903	1	8.5	0.8	4.5	?	/	0.1	1309
COc1ccc(-c2nnc(Nc3ccc(CC(N)=O)cc3)c3ccccc23)cc1	i	42	5%	1	-0.13	0.86	-0.95	-2	649	0.9	1039	1.4	3.7	2.5	3.5	i	1.0	0.04	1492
Cc1ccccc1Cc1c(C)nc2nc(SCC(=O)NCc3ccco3)nn2c1C	i	54	4%	-1	-0.18	-0.47	-0.15	/	/	4.8	1403	1.1	7.0	6.3	2.4	i	1.0	-1.5	1159
CC(C1CC1)N(Cc1ccccc1)C(=S)Nc1cccc(C(F)(F)F)c1 (stereo not drawn)	i	50	11%	0.53	0.3	-0.074	-1.1	-14	643	/	/	1.1	4.5	2.7	11	i	1.2	0.12	1281
Cc1ccc(-c2cc(-c3ccc(F)cc3)nc(N)c2C#N)o1	i	57	8%	-0.33	-0.15	-0.044	0.3	9	744	-3.3	1143	1	5.6	2.7	8.3	i	1.5	0.39	1328
CCCCOC(=O)NC1(C)CCS(=O)(=O)C1 (stereo not drawn)	i	41	8%	-0.34	-0.25	-0.033	0.37	-11	655	-1.5	505	1.1	2.0	2.4	3.9	i	0.2	0.8	1244
CCc1nc(CN2CCN(c3ccc(C(F)(F)F)cn3)CC2)c(C)[nH]1	i	16	/	-0.71	-0.15	-0.027	0.91	11	791	2.0	1328	/	/	/	/	i	0.2	-0.28	995
Cc1cccc(C)c1NC(=O)COC(=O)c1ccc(N2CCCC2)c([N+](=O)[O-])c1	i	35	-6%	-0.25	-0.25	-0.47	0.73	-6	617	-4.7	534	1.1	0.8	3.8	9.2	i	0.3	0.18	1353
C/C(Cn1nnc2ccccc21)=N\NC(=O)c1ccc(Br)cc1	i	57	-14%	-0.99	-0.37	-0.69	1	0	707	1.8	1025	1.1	1.9	2.0	5.0	i	0.2	0.15	1166
C=CCOC(=O)C1=C(C)OC(N)=C(C#N)C1c1ccoc1 (stereo not drawn)	i	8	0%	-0.34	-0.036	0.37	0.25	-32	687	/	/	1.1	2.6	0.8	8.7	i	7.8	-0.14	1300
CC(C)C[C@H](NC(=O)c1[nH]cnc1C(=O)N[C@@H](C)c1ccccc1)C(=O)OCc1ccccc1	i	43	/	3.1	-0.67	1.4	-1.2	-26	721	-1.2	1412	/	/	/	/	i	1.6	1.1	840
Cc1ccc(CCNC(=O)C2CCN(C(=O)N(C)C)CC2)cc1	i	30	-2%	0.22	0.52	0.45	-0.033	2	817	/	/	1.2	2.0	0.9	9.2	i	1.7	0.3	922
COCc1cc(N2CCOCC2)nc(-c2ccccc2)n1	i	27	-7%	1	-0.11	0.7	-0.3	9	679	-0.4	1005	1.1	3.5	3.2	10	/	/	-0.47	1152
O=C(N/N=C/c1ccco1)c1cc(-c2ccc(Cl)cc2)n[nH]1	i	43	/	0.3	-0.24	0.24	-0.72	5	741	-0.5	1346	/	/	/	/	i	0.1	/	/
CC(=O)N/C(=C/c1ccc(OS(=O)(=O)c2ccc(C)cc2)cc1)C(=O)Nc1ccc(C(=O)O)cc1	i	34	/	-0.39	-0.25	0.15	0.45	15	717	0.7	1379	/	/	/	/	i	0.4	-0.11	1059
COc1ccc(CN=CC2=C(O)CNC2=O)cc1OC	i	30	-4%	0.18	0.68	-0.095	0.65	/	/	-5.2	1042	1.1	3.7	2.3	8.9	i	5.9	-0.68	1395
CC1=C(C(=O)OC(C)C)C(c2ccc(F)cc2)NC(=O)N1 (stereo not drawn)	i	51	14%	0.52	-0.072	0.31	0.51	0	636	-1.7	1069	1.1	1.7	2.8	23	i	2.2	-0.66	1882
O=C(COc1ccc(Cl)cc1)N1CCN(c2cccc(C(F)(F)F)c2)CC1	i	54	4%	0.29	-0.1	0.21	0.2	/	/	/	/	1.1	1.2	1.6	5.3	i	0.5	-0.26	907
CCOc1ccc(OCC)c(-c2c(=O)n(OCc3ccc(C(C)(C)C)cc3)c3ccccc3[n+]2[O-])c1	i	49	8%	0.42	-0.15	0.19	-0.78	/	/	-1.4	1308	1.1	1.5	1.2	6.6	i	16	-1.9	1629
c1ccc(OCCCc2nc(-c3ccccn3)no2)cc1	i	20	21%	-0.21	-0.17	0.031	-0.089	15	742	/	/	1.1	1.3	1.5	21	i	0.7	0.41	1337
CCc1ccc(O)c(N=Cc2cccc(C)c2O)c1	i	40	18%	-1.8	0.39	-0.84	0.38	-6	707	1.3	1135	1.2	6.3	4.0	8.2	i	9.4	1.4	1982
Cc1nnc(SCC(=O)N2c3ccccc3C(C)(c3ccccc3)CC2(C)C)s1 (stereo not drawn)	i	39	6%	0.073	-0.24	0.023	-0.84	-14	590	-2.7	1073	0.8	4.1	2.1	13	i	0.5	-0.21	1353
CC(C)Oc1ccc2c(=O)c(-c3ccccc3)coc2c1	i	18	7%&1%	-1	-0.099	0.095	0.29	-30&-2	748&672	-1.4&-2.4	518&1154	1.1&1.1	1.6	3.4	7.9	i	10	0	1463

New compounds follow:
SMILES	T cell modulator	T cell modulator vesicle-bound %	human PMI inhibition	Dynein cargo inh	Dynein cargo inh cytoplasmic EGFP	Dynein cargo inh nuclear GR-EGFP	Dynein cargo inh cell count	Lipid droplet	Lipid droplet cells 6.5 µM	bCat nuc transl	bCat nuc transl cell count 5 µM	TNAP activators	MT stabilize HCS	MT stabilize HCS Hoechst-high %	MT stabilize HCS cytotoxicity %	Myeloid diff MLP	Myeloid diff MLP GFP+ MAC1+ %	Insulin prom up	Insulin prom up cell count
COc1ccc(/C=N/NC(=S)SC)cc1OC	i	45	13%	0.9	-0.32	0.39	0.15	4	708	-0.9	956	1.2	2.4	2.5	4.7	i	0.5	-0.01	1319
CN1c2ccccc2C(C)(C)C12CC(c1ccc(S(=O)(=O)N3CCCCC3)cc1)=NO2 (stereo not drawn)	i	58	12%	-0.34	-0.3	-0.3	0.22	-6	651	0.9	959	0.8	4.2	3.9	3.8	i	0.3	-0.48	1328
O=C(CN(CCO)c1ccccc1)Nc1ccc(Cl)c(S(=O)(=O)N2CCOCC2)c1	i	6	6%	-0.48	-0.15	-0.21	-0.86	4	683	-0.8	1022	1.1	2.3	2.0	6.5	i	0.4	0.01	1375
COc1cccc(C(=O)NCc2cn3ccsc3n2)c1	i	46	13%	0.069	-0.23	0.067	-0.002	-5	681	-0.3	1079	1.2	2.8	2.7	4.9	i	2.6	-0.42	1684
CC(=O)Nc1nnc(COc2ccc(Cl)cc2)s1	i	34	-18%	1.8	-0.3	0.58	-2.2	8	710	-0.2	1083	1	4.2	1.7	11	i	0.5	-0.35	1228
O=C(NC1CCS(=O)(=O)C1)/C(=C\c1ccco1)NC(=O)c1ccccc1 (stereo not drawn)	i	17	/	1.3	-0.15	0.98	-1.1	-2	648	0.4	1352	/	/	/	/	i	0.7	0.05	1108
O=C(Nc1ccccc1F)c1cc2c(s1)-c1ccccc1S(=O)(=O)C2	i	45	/	0.053	-0.17	0.57	0.33	0	637	0.3	1355	/	/	/	/	i	0.3	-0.88	1146
